Compound activity: PubChem BioAssay, National Center for Advancing Translational Sciences (NCATS)
TDP-43 yeast inh: rescues yeast growth from TDP-43 toxicity | TDP-43 expressing yeast growth rescue, BacTiter-Glo, 24 h | Potency, µM (doses to about 46.1 µM), without a hit: at the top dose growth rescue (activation), actives largely listed as activators | hit rate 1.8% among 410,000 | AID 652104; also: potency is read from the fitted curve at half-maximal effect; % of control where 0% means no effect; nearly all actives have a fitted effect of over 50% in size
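Cell-based yeast growth screen: TDP-43 expression induced in galactose, inoculum OD600=0.02 after raffinose pregrowth to mid-log. Read-out BacTiter-Glo luminescence at 24 hr, 30 deg C; inhibition of toxicity seen as signal increase.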
Abeta yeast res: A-beta toxicity reversal in yeast; yeast expressing A-beta42, growth rescue, OD600, 48 h; response scale: 0% DMSO, 100% iron-clioquinol control; Potency, µM (top dose mostly 46.1 µM), for inactives: at the highest dose growth rescue, hits mostly activators; hit rate 0.063% among 410,000; AID 1347071; also: potency is read from the fitted curve at half-maximal effect; nearly all actives have a fitted effect of over 55% in size
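Yeast growth medium received pinned compounds, then yeast cells expressing toxic A-beta were added; plates incubated at 30 C for 48 hr. Growth read as absorbance at 600 nm, normalized to DMSO and equimolar FeCl3 plus clioquinol controls.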
DRD3 agonist: activates the human D3 dopamine receptor; P35462; D3R DiscoveRx beta-arrestin cells, luminescence, 90 min; max activation, %; hit rate 0.58% among 410,000; AID 652048; in the data active = max activation above about 30%; also: 0% is about no effect; mostly tested at two doses, the higher about 12 µM
Target sequence (P35462 whole entry, looked up): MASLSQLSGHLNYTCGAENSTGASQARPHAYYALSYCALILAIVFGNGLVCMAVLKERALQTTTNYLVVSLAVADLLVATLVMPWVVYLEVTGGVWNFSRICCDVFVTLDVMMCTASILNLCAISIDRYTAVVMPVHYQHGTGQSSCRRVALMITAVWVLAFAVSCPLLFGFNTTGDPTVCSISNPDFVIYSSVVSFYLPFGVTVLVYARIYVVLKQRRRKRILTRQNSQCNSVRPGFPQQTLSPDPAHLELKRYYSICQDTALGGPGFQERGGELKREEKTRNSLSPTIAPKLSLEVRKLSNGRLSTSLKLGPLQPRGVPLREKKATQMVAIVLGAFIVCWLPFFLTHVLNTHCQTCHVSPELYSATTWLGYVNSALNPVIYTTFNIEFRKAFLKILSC
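Agonist mode: compounds and dopamine controls were applied to plated cells for 90 min at 37 degrees C after an overnight attachment at 1500 cells/well. Luminescent read-out followed 30 - 60 minutes at room temperature with DiscoveRx detection reagent.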
EPAC2 antag: blocks human EPAC2 exchange factor; Potency, µM (doses to about 114 µM), inactives show at the top dose activity, negative = inhibition, actives largely listed as inhibitors; hit rate 0.18% among 360,000; Q8WZA2; AID 720708; EPAC2 GEF exchange of Rap1B-BODIPY-GDP, fluorescence; also: potency is read from the fitted curve at half-maximal effect; % is scaled to controls: 0 for no effect and ±100 for the full control effect; nearly all actives have a fitted effect of over 45% in size; many of its hits are not listed in these tables
FUS yeast rescue: suppressors of FUS proteinopathy in yeast; S. cerevisiae FUS-expressing, growth rescue, OD600, 24 h; Potency, µM (highest dose often 76.6 µM), without a hit: top-dose growth rescue (activation), hits mostly activators; hit rate 0.24% among 390,000; AID 1347120;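 also: potency is read from the fitted curve at half-maximal effect; plate controls were DMSO vehicle for no effect and reference control for full effect; nearly all actives have a fitted effect of over 55% in size; some results filed as inactive show a strong effect at the top dose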
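Steps: raffinose overnight preculture; dilution to OD 0.005 in 2% galactose minimal medium; compound addition (concentration series); 24hr at 30C, 99% humidity; absorbance read at 600 nm.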
EPAC2 agonist: agonists of human EPAC2 (RAPGEF4); Potency, µM (doses to about 154 µM), inactives show at the highest dose activation, hits mostly activators; AID 720711; EPAC2 activation, biochemical qHTS; response scale: 100% = 6.5 mM cAMP response; hit rate 0.079% among 360,000; Q8WZA2; also: potency is read from the fitted curve at half-maximal effect; nearly all actives have a fitted effect of over 50% in size
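In this primary screen, activation is scored as increased exchange of BODIPY-GDP from Rap1B by 100 nM EPAC2, with 50 uM GDP as competitor. Signal is normalized to the 6.5 mM cAMP agonist control.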
aSyn yeast inh: inhibitors of alpha-synuclein toxicity in yeast. hit rate 0.14% among 370,000. Yeast expressing alpha-synuclein, growth rescue, BacTiter-Glo, 24 h. Potency, µM (titrated, usually from 46.1 µM), for inactives: top-dose growth rescue (activation), most hits filed as activators; also: potency is read from the fitted curve at half-maximal effect; % of control where 0% means no effect; nearly all actives have a fitted effect of over 65% in size
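Readout is rescue of growth in alpha-synuclein-expressing yeast, so inhibitors of toxicity appear as activators. Growth after 24 hr at 30 deg C in galactose medium is quantified by luminescence.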
D3 antag: antagonists of human D3 dopamine receptor; hit rate 2.5% among 360,000; max response, negative = inhibition, %; D3R cells, DiscoveRx beta-arrestin luminescence, antagonist mode; active compounds read low; P35462; AID 652054; in the data active = max response below about -50%; inconclusive = no clear call, values can overlap the other calls; also: % is scaled to controls: 0 for no effect and ±100 for the full control effect; mostly tested at two doses, the higher about 12 µM
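Cells expressing the human receptor were seeded at 1500 cells/well, incubated overnight at 37 degrees C in 5% CO2, then exposed to library compounds with dopamine controls for 90 minutes at 37 degrees C before luminescent detection.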
An asterisk follows results filed as active; u = inconclusive; x = no result given; & = joins results of further samples; [ ] = dose if it differs, or a comment. Unless noted, calls follow the shape of the dose curve; as a rule, active = well fitted curve in the direction sought with a large enough effect; inconclusive = small, poorly fitted or top-dose-only effect, or another doubt; inactive = no such curve, though single readings can be large; an effect the other way counts as inactive or inconclusive. Not all compounds are listed. The share of hits here may be higher or lower than overall.

The line under a structure holds: TDP-43 yeast inh, Abeta yeast res, DRD3 agonist, EPAC2 antag, FUS yeast rescue, EPAC2 agonist, aSyn yeast inh, D3 antag
[1] O=C1NC(=O)C2(Cc3ccccc3N3CCCC32)C(=O)N1 (stereo not given)
→ -15.1%, -2.7%, -2.4, 0.4%, -1.8%, 7.0%, 0.4%, 20.2
[2] Cn1cc(CCC(=O)N2CCC3(CC2)OCCO3)c2ccccc21
→ -6.7%, 4.5%, 0.4, 0.6%, 9.0%, 10.1%, 2.7%, -11.9
[3] O=C(c1ccc(F)c([N+](=O)[O-])c1)N1CC2CC(C1)c1cccc(=O)n1C2 (stereo not given)
→ 12.3%, -2.6%, -2.0, 5.7%, 2.7%, 3.3%, 0.3%, -1.1
[4] FC(F)(F)Oc1ccc(NC2=NCCCS2)cc1
→ 13.4%, -7.6%, 1.9, -5.9%, -9.4%, -2.7%, -2.5%, 19.2
[5] COc1ccc(-n2c(/C=C/c3ccc4c(c3)OCO4)nc3ccccc3c2=O)cc1
→ -8.3%, -3.6%, 0.2, -11.0%, 23.1%, 14.0%, -9.9%, 9.1
[6] O=C1NC(=O)C2C1C1(Cl)C(Cl)=C(Cl)C2(Cl)C1(Cl)Cl (stereo not given)
→ -9.0%, 8.5%, -1.2, -7.0%, 12.3%, 14.5%, -3.9%, -9.8
[7] C=CCn1c(O)c(/C=C2/C=CC=N2)c(=O)[nH]c1=O
→ -18.7%, -24.1%, -1.5, 0.3%, 2.1%, 9.0%, -15.9%, -22.1
[8] CC(C)C12CN3CC(C(C)C)(CN(C1)C3c1ccccn1)C2=O (stereo not given)
→ 7.1%[9.22 µM], 17.7%, 1.6, x, -5.8%, x, x, x
[9] NC(=O)c1ccsc1NC(=O)COC(=O)Cc1ccccc1
→ 0.0%, -22.5%, 2.2, 3.1%, -11.1%, 9.4%, -20.7%, 20.8
[10] CCCCCn1c(=O)c(C(=O)NCc2ccncc2)c(O)c2ccccc21
→ -27.4%, -59.3%[inhibitor], 10.1, -19.0%, x, -12.6%, 10.2%, -14.2
[11] CN1CCN(c2ccc(Cl)cc2N)CC1
→ -0.1%, -2.0%, -1.2, 1.9%, -45.6%, 7.7%, 1.5%, -6.3
[12] COc1cc(C(=O)O)cc(OC)c1OC
→ 9.3%, -6.8%, -7.7, 9.5%, -22.5%, -1.8%, 1.6%, u
[13] COc1ccc(OCC(=O)N2CCN(Cc3cc(=O)n4nc(-c5ccccc5C)sc4n3)CC2)cc1
→ -1.7%, -11.9%, -4.7, x, 22.6%, x, x, x
[14] O=S(=O)(c1ccccc1)N1CCN2CCCC2C1 (stereo not given)
→ 10.6%, 6.8%, 1.2, 1.9%, -11.4%, 1.7%, -3.1%, 13.8
[15] CN(C)C1=NP(N(C)C)(N(C)C)=NC(c2ccccc2)=N1
→ -10.5%, 13.3%, 3.5, 2.2%, -5.9%, 4.5%, 0.9%, 22.6
[16] C[C@H]1COC(=O)[C@H](Cc2ccc(F)cc2)CC/C=C/C[C@@H](CC(=O)N(CCO)Cc2ccccc2)C(=O)N1
→ 18.8%, -4.0%, 2.0, -5.5%, 29.1%, 2.8%, -9.9%, 24.2
[17] CCOP(=O)(OCC)c1cc(C)c(O)c(C(C)(C)C)c1
→ 0.3%, 0.7%, 0.9, -26.9%, 2.3%, -3.7%, -10.4%, 7.0
[18] O=C(COc1ccc2c3c(c(=O)oc2c1)CCC3)N1C[C@H]2C[C@@H](C1)c1cccc(=O)n1C2
→ 13.3%, -9.0%, 8.6, -11.2%, -0.6%, 5.2%, 0.5%, 2.8
[19] Cc1ccc(N2C(=O)NC(=O)/C(=C\c3cn(CC(=O)O)c4ccccc34)C2=O)cc1
→ 12.7%, 5.2%, -3.5, -20.2%, 15.9%, -7.1%, 10.0%, 4.9
[20] O=C(c1cc(Cl)cc(Cl)c1)N1Cc2ccccc2-n2nncc2C1
→ 21.1%, -11.7%, 0.6, 0.3%, 14.3%, 6.7%, 7.8%, -3.3

Reprinted from the part before: three entries, then new ones.
The line under a structure holds: TDP-43 yeast inh, Abeta yeast res, DRD3 agonist, EPAC2 antag, FUS yeast rescue, EPAC2 agonist, aSyn yeast inh, D3 antag
[18] O=C(COc1ccc2c3c(c(=O)oc2c1)CCC3)N1C[C@H]2C[C@@H](C1)c1cccc(=O)n1C2
→ 13.3%, -9.0%, 8.6, -11.2%, -0.6%, 5.2%, 0.5%, 2.8
[19] Cc1ccc(N2C(=O)NC(=O)/C(=C\c3cn(CC(=O)O)c4ccccc34)C2=O)cc1
→ 12.7%, 5.2%, -3.5, -20.2%, 15.9%, -7.1%, 10.0%, 4.9
[20] O=C(c1cc(Cl)cc(Cl)c1)N1Cc2ccccc2-n2nncc2C1
→ 21.1%, -11.7%, 0.6, 0.3%, 14.3%, 6.7%, 7.8%, -3.3
[21] Cc1cc(Cl)ccc1OCC(=O)O
→ u, -6.2%, -87.5, -2.5%, -30.6%, 12.5%, 0.0%, -110.1*
[22] COC(=O)C1=C(c2ccc(Cl)c(C(F)(F)F)c2)C[C@@H]2CC[C@H]1N2C(=O)NCCCOC(C)C
→ 22.3%, -10.4%, -15.9, -8.2%, u, -6.6%, -0.3%, u
[23] CC1=CC(=O)OC2CC3OC4C[C@@H](C)C5OC6CC7O[C@]8(C)C/C=C\C9OC%10CC%11OC(CC(C)CO)CC(O)[C@]%11(C)OC%10CC9OC8C[C@]7(C)O[C@]6(C)CCC5OC4C[C@]3(C)OC12 (stereo not given in full)
→ 13.9%, -0.9%, 45.5*, -11.9%, u, -8.8%, -0.4%, 60.4
[24] CC(=Nc1ccccc1N)c1c(O)n(C)c(=O)[nH]c1=O
→ 10.2%, 13.2%, 4.2, 8.1%, -5.8%, -1.9%, -4.5%, -22.2
[25] O=C(NC1CN2CCC1CC2)c1ccc(-c2ccc([N+](=O)[O-])cc2)o1 (stereo not given)
→ 11.3%, -3.9%, 3.5, 5.9%, -10.2%, 7.0%, 1.4%, 3.7
[26] COC(=O)C1=C(c2cccc(OC)c2OC)C[C@@H]2CC[C@H]1N2C(=O)N1CCCC1
→ 2.8%, -5.2%, -8.7, 2.2%, -1.2%, 3.3%, 0.4%, 26.6
[27] CCOc1ccc(NC(=O)C2C3c4ccccc4C(c4ccccc43)C2C(=O)O)cc1 (stereo not given)
→ 3.9%, -4.7%, 1.9, 11.7%, -8.0%, -3.3%, -7.6%, 9.3
[28] O=C1Nc2ccccc2C(c2ccccc2)=NC1O (stereo not given)
→ -4.4%, -4.0%, 0.7, 9.7%, -32.4%, 7.1%, -2.2%, 2.7
[29] CN(C(=O)CN1CC=C(c2ccccc2)CC1)c1c(N)n(Cc2ccccc2)c(=O)[nH]c1=O
→ -4.2%, 1.8%, 0.8, 16.3%, -24.8%, 2.9%, 4.1%, 6.1
[30] COc1ccc(C(SCC(NC(=O)OCc2ccccc2)C(=O)O)c2ccc(OC)cc2)cc1 (stereo not given)
→ 12.9%, -3.6%, -6.8, 14.1µM*, 39.0%, 2.8%, 1.1%, 11.0
[31] CCNCC(O)c1cccc(O)c1 (stereo not given)
→ 31.5%, -12.2%, 29.7&13.6, 4.5%, -35.7%, 2.4%, -6.3%, 0.6
[32] CCc1ccc(NC(=O)c2cccn(Cc3cccc([N+](=O)[O-])c3)c2=O)cc1
→ -1.1%, -17.7%, -7.0, x, 0.1%, x, x, x
[33] CC(Cc1ccccc1)NC(N)=O (stereo not given)
→ -12.1%, -6.6%, -10.2, 2.7%, 18.0%, 7.6%, -2.1%, -4.6
[34] COC(=O)C1=C(c2ccc(C(C)=O)cc2)C[C@@H]2CC[C@H]1N2C(=O)NCc1ccc(F)cc1
→ 19.0%, 2.5%, 0.2, -6.6%, 7.6%, 7.7%, 0.3%, -16.7
[35] CCOC(=O)c1c(N)n(Cc2ccccc2)c2nc3ccccc3nc12
→ -15.4%, -10.3%, 4.3, 0.9%, u, -0.7%, -0.5%, -4.0
[36] Cc1ccc(-c2nc3ccccc3c(=O)n2-c2cccc(O)c2)cc1
→ -1.6%, -5.7%, 8.7, -0.2%, 13.4%, 3.4%, 25.4%, 17.2
[37] COc1ccc(/C=C/C(=O)c2c(O)n(CCC3=CCCCC3)c(=O)[nH]c2=O)cc1OC
→ -24.3%, -3.7%, -9.5, 29.5%, 19.8%, -4.1%, -4.5%, 6.2
[38] Cc1ccc(CSc2ncccc2C(=O)O)cc1
→ u, 23.5%&32.1%, 8.3&-1.2, -8.3%, -3.1%&9.3%, 4.7%, x, -3.9
[39] O=c1c2ccccc2nc(/C=C/c2ccc(F)cc2)n1-c1ccccc1O
→ u, 7.1%, -23.4, 0.7%, 1.4%, -4.7%, 0.0%, -6.8
[40] CC(C)CCC1(CCO)C(=O)NC(=S)NC1=O
→ -3.4%, -19.7%, -4.8, 5.1%, 4.7%, 7.6%, -3.2%, -16.6

New compounds follow:
The line under a structure holds: TDP-43 yeast inh, Abeta yeast res, DRD3 agonist, EPAC2 antag, FUS yeast rescue, EPAC2 agonist, aSyn yeast inh, D3 antag
[41] N#Cc1ccc(NC(=O)CN2CCCCCC2)cc1Cl
→ -20.6%, -10.2%, -13.2, 3.0%, 30.5%, 12.5%, -1.3%, -25.0
[42] C=CCN1CCC2(C)c3cc(O)ccc3CC1C2C (stereo not given)
→ 0.1%, -12.6%, 0.0, -9.5%, -24.5%, 6.5%, 7.4%, 96.6
[43] O=S(=O)(NC1CCCC1)OCC(Cl)(Cl)Cl
→ 12.3%, 7.7%, -3.2, -14.0%, -29.8%, 7.6%, -4.4%, 10.7
[44] CCCCC(=O)N/N=C/c1c(O)n(-c2ccccc2)c(=O)[nH]c1=O
→ -17.1%, -2.2%, -2.0, 14.9%, 13.3%, 6.7%, -0.6%, -6.4
[45] COc1ccccc1NC(=O)COC(=O)c1cc(C)n(C2CC2)c1C
→ -20.5%, -2.4%, 5.9, 2.4%, 7.7%, -0.7%, -2.9%, -3.5
[46] Cc1cccc(OCC(=O)N2CCN(Cc3ccc([N+](=O)[O-])cc3)CC2)c1
→ -11.5%, 9.5%, 2.1, -2.9%, 0.6%, -3.4%, 7.1%, -21.0
[47] COc1ccc2c(C)c(CCC(=O)N3C[C@H]4C[C@@H](C3)c3cccc(=O)n3C4)c(=O)oc2c1
→ 27.9%, -12.1%, -24.1, 14.0%, -5.1%, 3.9%, 0.6%, 6.1
[48] O=C(Cc1c(Cl)cccc1Cl)N1CCN(Cc2ccccc2)CC1
→ -23.6%, -15.4%, -19.5, -1.4%, 15.7%, 14.4%, -8.8%, -50.8*
